# Assay outcomes deposited in PubChem BioAssay by Broad Institute.
# PGC1a acetyl inh: lowers PGC1a acetylation signal in U2OS cells | AlphaScreen anti-acetyl-lysine; with virally co-expressed GCN5 acetyltransferase | inhibition, % at 15.6 µM | 350,000 compounds, 0.17% hits;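 active = every replicate shows inhibition of at least 40%; inconclusive = mean inhibition at least 40% but some replicate below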;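 also: 0% = neutral control wells and 100% = positive control wells; some results beyond the cut were filed as inactive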
# S100A4 MyoIIA: blocks human S100A4 binding to myosin IIA peptide; P26447; S100A4/TAMRA-MyoIIA peptide fluorescence polarization; inhibition, % at 10.7 µM; 360,000 compounds, 0.14% hits; AID 652163;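 active = mean inhibition of at least 70% across replicates, with every replicate also reaching that level; inconclusive = mean inhibition reaches 70% but some replicates fall short; inactive = mean inhibition below 70%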
# Target sequence (P26447 whole entry, looked up): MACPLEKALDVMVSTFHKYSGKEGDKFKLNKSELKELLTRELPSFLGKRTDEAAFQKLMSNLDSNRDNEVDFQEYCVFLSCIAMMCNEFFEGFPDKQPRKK
#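 Material: S100A4 monomer protein / Buffer or medium: 50 mM HEPES pH 7.2, 10 mM CaCl2, 100 mM KCl / Times: 5 min incubation before reading / Benchmarks: neutral control DMSO, positive control TFP / Reagent: labelled myosin peptide probe, 5 nM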
# FN deposit inh: fibronectin deposition inhibition; AH1F fibroblasts, Alexa488-fibronectin deposition fluorescence, overnight; inhibition, % at 12.6 µM; 350,000 compounds, 0.086% hits;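 active = mean inhibition across replicates of 30% or more, regardless of how many single replicates reach that level; inconclusive = mean under 30% yet at least half of replicates reach 30%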;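 also: positive control wells lacked labelled fibronectin entirely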
#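 Material: AH1F fibroblast monolayer depositing Alexa488-labelled fibronectin into matrix | Input: 10000 AH1F cells/well | Medium: DMEM plus 2% serum, read in PBS | Reagent: Alexa488-fibronectin, 24 nM final in well | Compound dosing: One dose per compound, pinned | Schedule: 1 h adhesion, overnight exposure | Measured by: Fluorescence at 485 nm excitation, 525 nm emission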
# EWS-Fli inh: inhibitors of EWS/Fli oncoprotein transcriptional activity; inhibition, % at 12.6 µM; AID 651661; 350,000 compounds, 0.67% hits; A673 NR0B1-luciferase reporter, viability-normalised;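 active = mean inhibition of at least 50% after viability correction, with every replicate also passing that limit; inconclusive = mean reaches 50% but only one of two replicates passes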;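 also: firefly luciferase signal divided by Alamar Blue viability fluorescence both relative to DMSO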
# PglD DTNB: PglD (C. jejuni) enzyme inhibition. 360,000 compounds, 0.098% hits. inhibition, % at 12.5 µM. purified PglD enzyme, DTNB colorimetric CoA detection. AID 602405; in the data active = inhibition above about 16%, passing the limit was not always enough; inconclusive = no clear call, values can overlap the other calls; also: strong numbers were not always called active
# ERAP1 HTS inh: blocks human ERAP1 aminopeptidase activity. Q9NZ08. recombinant ERAP1, Leu-AMC fluorescence, 60 min. inhibition, % at 10.7 µM. 340,000 compounds, 0.15% hits;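 active = mean replicate inhibition of at least 30%, or all replicates individually reaching that 30% level; inactive = mean below 30% and not every replicate reaching it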;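 also: 0% = neutral control wells and 100% = L-leucinethiol positive control wells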
# Target sequence (Q9NZ08 whole entry, looked up): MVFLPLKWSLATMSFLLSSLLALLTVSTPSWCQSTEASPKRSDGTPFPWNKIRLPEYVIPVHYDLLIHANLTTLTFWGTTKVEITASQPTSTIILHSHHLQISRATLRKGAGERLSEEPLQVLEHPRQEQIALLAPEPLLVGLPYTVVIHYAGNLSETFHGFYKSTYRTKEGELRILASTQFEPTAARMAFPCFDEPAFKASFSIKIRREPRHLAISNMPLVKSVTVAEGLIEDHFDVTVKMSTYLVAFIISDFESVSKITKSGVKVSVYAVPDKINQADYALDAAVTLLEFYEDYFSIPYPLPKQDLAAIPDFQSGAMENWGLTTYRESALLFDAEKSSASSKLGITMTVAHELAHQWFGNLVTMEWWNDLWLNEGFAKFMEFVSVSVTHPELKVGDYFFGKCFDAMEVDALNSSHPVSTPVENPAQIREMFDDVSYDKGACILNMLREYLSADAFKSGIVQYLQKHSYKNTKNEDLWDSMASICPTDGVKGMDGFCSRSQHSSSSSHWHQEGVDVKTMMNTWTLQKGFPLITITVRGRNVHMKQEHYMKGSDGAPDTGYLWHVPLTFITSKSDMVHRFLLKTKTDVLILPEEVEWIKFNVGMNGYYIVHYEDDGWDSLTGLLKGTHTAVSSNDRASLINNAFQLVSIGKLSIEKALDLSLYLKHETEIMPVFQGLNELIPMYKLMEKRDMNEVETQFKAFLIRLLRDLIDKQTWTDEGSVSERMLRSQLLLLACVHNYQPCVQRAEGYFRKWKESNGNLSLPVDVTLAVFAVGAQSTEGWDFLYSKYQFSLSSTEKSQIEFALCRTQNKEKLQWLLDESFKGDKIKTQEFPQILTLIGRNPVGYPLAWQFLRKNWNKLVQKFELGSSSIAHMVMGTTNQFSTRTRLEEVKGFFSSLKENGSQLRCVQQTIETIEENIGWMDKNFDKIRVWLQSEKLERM
# LGR2 antag: blocks bursicon-induced cAMP signaling via Drosophila LGR2; HEK293 LGR2, CRE-luciferase, bursicon-stimulated, 4 h; inhibition, % at 9.99 µM; 380,000 compounds, 0.35% hits;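 active = drop in luminescence signal, shown as inhibition above about 50% in the replicate tests, limit read from the data, passing the limit was not always enough; inconclusive = probably only some replicates passing the limit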;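 also: agonist challenge used bursicon conditioned medium at about half maximal strength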
# PAX8 reporter: inhibitors of PAX8 transcriptional activity in RMG-I cells. RMG-I TPO-luciferase reporter, SteadyGlo, 24 h. inhibition, % at 12.6 µM. 360,000 compounds, 1.2% hits;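 active = mean replicate inhibition at least 60% with every replicate also reaching 60%; inconclusive = only one of the two criteria is met; inactive = mean below 60% and not all replicates reaching 60%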;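 also: luciferase light reporting Pax8 driven TPO promoter activity; plate controls were median of neutral control wells for no effect and mitoxantrone controls for full effect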
# Starred values were filed as active, the others as inactive; ? = inconclusive; / = not tested or not shown; & = joins results of further samples.
SMILES,PGC1a acetyl inh,S100A4 MyoIIA,FN deposit inh,EWS-Fli inh,PglD DTNB,ERAP1 HTS inh,LGR2 antag,PAX8 reporter
O=C(O)CCC(=O)NC1CCCCC1,-1,/,-1,/,-2,/,-7,/
COc1ccccc1CNC(=O)Nc1nc(C(N)CCc2ccccc2)cs1 (stereo not given),/,-4,20,15,1,-3,2,15
CC1CCCCC1NC(=O)CSc1nc2ccccc2c(=O)n1Cc1ccco1 (stereo not given),/,2,/,-5,/,1,-1,/
CCC(=O)Nc1ccc2c(c1)C(=O)N(C)C[C@@H](OC)[C@H](C)CN(Cc1cncnc1)[C@@H](C)CO2,18,/,6,1,/,/,19,/
CC(=O)N(C)C(c1ccc(N(C)C)cc1)c1nnnn1-c1c(C)cccc1C (stereo not given),/,-2,0,-25,/,2,9,2
COc1ccc(-n2cnnc2SCC(=O)Nc2ccccc2F)cc1,7,0,1,-1,-1,-1,11,16
Cc1nnc(SCC(=O)Nc2ccc(Br)cc2)n(N)c1=O,/,?,-20,6,1,0,2,-10
Cc1onc(-c2ccccc2)c1C(=O)N1CCN(S(=O)(=O)c2ccc(OC(F)(F)F)cc2)CC1,/,-3,-6,4,3,20,3,10
O=C(CSc1nc2[nH]ncc2c(=O)[nH]1)Nc1ccccc1F,/,2,4,-1,/,-1,17,9
Cc1ccc(-n2cc(CN3CCN(C(=O)c4ncn[nH]4)CC3)c(-c3ccc(F)cc3)n2)cc1,5,0,-19,-20,-8,1,0,0
C[C@H](CO)N1C[C@H](C)[C@@H](CN(C)C(=O)Nc2ccccc2)Oc2ccc(N(C)C)cc2CC1=O,16,6,/,-1,1,2,-3,-8
O=C(C[C@H]1CC[C@@H]2[C@H](COC[C@@H](O)CN2Cc2cc(F)cc(F)c2)O1)Nc1nccs1,-48,-14,-1,5,-4,2,9,27
CN1C(=O)C(=O)/C(=C(/O)c2ccccc2)C1c1ccc([N+](=O)[O-])cc1 (stereo not given),-20,-1,2,1,4,2,-15,34
O=C1CC2(CCCCC2)Oc2ccc(F)cc21,-1,/,-4,-10,0,/,7,-51
O=C(NCC(F)(F)F)[C@@H]1[C@@H](CO)[C@@H]2Cn3c(cccc3=O)[C@H]1N2CC1CCOCC1,/,-6,/,-6,2,2,10,-5
FC(F)Sc1ccc(NC(=S)NC2CCCC2)cc1,9,0,/,-33,/,1,-94,-71
COc1ccc(Cl)cc1NC(=O)CN(C)C(=O)C1CCN(C(=O)Nc2ccccc2)CC1,2,-2,8,-5,-4,-1,-7,8
Cc1cccc(C(=O)N2CCCC(N3CCN(c4ccccc4F)CC3)C2)n1 (stereo not given),3,-12,0,-6,-4,3,-3,8
OCC1(CCc2ccccc2)CCN(Cc2cc(Cl)ccc2O)CC1,/,-6,-9,-2,-2,-2,/,1
C=CCNc1cccc2c1S(=O)(=O)N[C@H](C)CO2,/,1,-2,-4,/,-3,-14,-1
COCCCN1C(=O)C(CC(=O)NC2CCCCC2)CC(C(=O)N(C(C)C)C(C)C)=C1C (stereo not given),7,3,3,2,1,-1,-11,-1
CO[C@H]1CN(C)C(=O)c2ccc(NS(=O)(=O)c3ccc(Cl)cc3)cc2OC[C@@H](C)N(C(=O)NC(C)C)C[C@H]1C,7,5,3,-4,-1,0,9,/
CCC(=O)Nc1c(S(=O)(=O)c2ccc(C)cc2)c2nc3ccccc3nc2n1C(C)c1ccccc1 (stereo not given),/,-3,-1,10,/,0,15,37
CC(=O)Nc1ccc(NC2CCCCC2NS(=O)(=O)c2ccc(Cl)cc2)cc1 (stereo not given),3,3,-6,/,/,-1,-6,-6
COCC(=O)N1CC[C@@H]2[C@H]1c1cc(-c3cccc(C(=O)N(C)C)c3)ccc1N[C@@H]2CO,-11,/,-13,-7,0,/,21,3
COC(=O)c1cn(C(=O)OC)c2ccccc12,-1,/,4,/,-3,/,/,3
CCOc1ccc(/C=N/NC(=O)c2cc(-c3cccn3C)n[nH]2)cc1,5,-3,-3,-2,/,12,2,0
CCCCN(CCCC)CCNC(=O)CN1C(=O)COc2ccc(S(=O)(=O)N3CCOCC3)cc21,/,7,2,5,/,0,-16,3
CS(=O)(=O)N(CC(=O)NCCSCc1ccccc1)c1ccccc1Br,3,-3,2,8,2,1,/,1
CC(C)NC(=O)C(=O)NCCCOC(C)C,5,/,2,/,0,/,/,-22
C[C@@H]1CCCCO[C@@H](CN(C)C(=O)c2ccncc2)[C@H](C)CN([C@H](C)CO)C(=O)c2cc(NC(=O)NC3CCCCC3)ccc2O1,-17,/,/,-9,0,/,2,-3
CCOC(=O)N1CCN(C(=O)C2CC(=O)N(c3ccc(C)cc3)C2)CC1 (stereo not given),/,-9,-3,-1,7,-1,-9,-5
O=C(C1CCCC1)N1CC(=O)N2[C@@H](CO)[C@@H](c3ccc(Br)cc3)[C@@H]2C1,4,-1,-6,2,/,-1,16,-18
C[C@@H]1CN([C@@H](C)CO)C(=O)Cc2cc(NS(=O)(=O)c3ccc(Cl)cc3)ccc2O[C@@H]1CN(C)Cc1ccc2c(c1)OCO2,-10,-2,/,-5,2,4,14,-24
COc1ccc(S(=O)(=O)N(C)C[C@H]2OCCCC[C@@H](C)Oc3ccc(NC(=O)CCCN(C)C)cc3C(=O)N([C@H](C)CO)C[C@@H]2C)cc1,0,3,/,-12,0,-1,-2,5
C[C@H](CO)N1C[C@H](C)[C@H](CN(C)S(=O)(=O)c2ccc(C#N)cc2)Oc2ncc(C#Cc3ccccc3)cc2C1=O,6,-11,/,-10,2,-1,-11,18
Fc1cccc(CN(C2=NCCN2)c2c(Cl)cccc2Cl)c1,-2,0,12,14,-1,-1,/,3
COc1cc(C(=O)NCC2CCCO2)cc(Br)c1OCc1ccccc1 (stereo not given),-1,-1,0,-1,2,3,22,21
Cc1noc(C)c1S(=O)(=O)N(C)C[C@H]1Oc2ccc(NC(=O)Nc3ccc(F)cc3)cc2CC(=O)N([C@@H](C)CO)C[C@@H]1C,-4,3,/,-7,2,4,40,3
O=C(Nc1ccc(F)cc1)C1(S(=O)(=O)c2ccc(Cl)cc2)CC1,-20,-1,-1,0,1,2,1,2

# Reformatted: results already given
SMILES	PGC1a acetyl inh	S100A4 MyoIIA	FN deposit inh	EWS-Fli inh	PglD DTNB	ERAP1 HTS inh	LGR2 antag	PAX8 reporter
O=C(C1CCCC1)N1CC(=O)N2[C@@H](CO)[C@@H](c3ccc(Br)cc3)[C@@H]2C1	4	-1	-6	2	/	-1	16	-18
C[C@@H]1CN([C@@H](C)CO)C(=O)Cc2cc(NS(=O)(=O)c3ccc(Cl)cc3)ccc2O[C@@H]1CN(C)Cc1ccc2c(c1)OCO2	-10	-2	/	-5	2	4	14	-24

# Later entries.
SMILES,PGC1a acetyl inh,S100A4 MyoIIA,FN deposit inh,EWS-Fli inh,PglD DTNB,ERAP1 HTS inh,LGR2 antag,PAX8 reporter
N#Cc1c(N2C(=O)Nc3ccccc3N2O)sc2c1CCCCCC2,-4,1,2,2,9,-4,4,25
O=C(Nc1ccc2c(c1)[C@H]1C[C@H](CC(=O)N3CCCCC3)O[C@H](CO)[C@H]1O2)NC1CCCC1,-2,19,6,6,-2,-1,2,14
O=C(NN=C1CCCCCC1)c1cn(-c2ccccc2)nc1-c1ccccc1,-5,/,0,/,/,/,5,-11
Cc1cccc(NC(=O)CCS(=O)(=O)c2ccc3nc(C)sc3c2)c1,/,6,-7,-4,-3,1,1,-15
COc1ccc(C)cc1NC(=O)C(Sc1nnc2ccccn12)c1ccccc1 (stereo not given),/,/,0,/,4,/,5,15
CCOC(=O)N1CCN(C(=O)C(=O)Nc2sc3c(c2C#N)CC(C)(C)OC3)CC1,-5,3,3,-1,0,4,3,-2
CCc1ccc2c(c1)cc(CN(Cc1ccco1)C(C)=O)c1nnnn12,5,7,-1,-4,/,-1,-12,-9
COCC(=O)N1C[C@@H](C)[C@@H](OC)CN(C)C(=O)c2ccc(NC(=O)c3ccc(F)cc3)cc2OC[C@@H]1C,1,-2,-13,14,-1,0,6,-3
CC(=O)Nc1cccc(C(=O)OCC(=O)Nc2ccc(Cl)cn2)c1,3,-7,-4,-10,-3,4,-21,-15
NC(=O)N/N=C/c1ccc(-c2ccc([N+](=O)[O-])cc2)o1,/,3,-2,2,/,0,0,-82
COc1ccc(-c2noc(CCCC(=O)Nc3cccnc3)n2)cc1OC,4,-7,0,6,/,-1,3,4
Cc1[nH]c2ccc(C(=O)Nc3ccncc3)cc2c1C,-3,-1,3,-34,7,-2,-4,-5
CN(C)CCNC(=O)c1ccc(Sc2ccc(Br)cc2)c([N+](=O)[O-])c1,-6,-3,/,40,-3,2,27,10
C[C@H](CO)N1C[C@H](C)[C@H](CN(C)Cc2ccc3c(c2)OCO3)OCCCC[C@H](C)Oc2ccc(NC(=O)Cc3ccccc3)cc2C1=O,-7,/,/,2,1,/,-13,2
Cc1ccc(S(=O)(=O)Nc2ccc3c(c2)C(=O)N([C@@H](C)CO)C[C@H](C)[C@@H](CN(C)S(=O)(=O)c2ccccc2)OCCCC[C@H](C)O3)cc1,-1,-7,-2,5,-3,2,13,57
CCCCN(C)C(=S)Nc1ccc(Oc2ccccc2)cc1,-11,/,-4,/,-8,/,-3,8
O=C(Nc1ccccc1)N1C[C@@H]2N[C@H](C1)C2c1ccc(-c2ccccc2F)cc1 (stereo not given in full),-24&-28,1&6,-5&9,1&7,/,1,-19&3,5&12
O=C(COC(=O)c1ccc(S(=O)(=O)N2CCCC2)cc1)Nc1ccccc1,7,1,0,-5,8,2,17,-17
CSc1ncccc1C(=O)OCc1c(F)cccc1Cl,10,-3,4,-15,2,-4,-40,-30
Cc1c(C(=O)OCC(=O)Nc2ccc(C(=O)N(C)C)cc2)oc2ccccc12,-3,0,6,11,3,-3,-3,-11
COc1ccc(S(=O)(=O)N[C@H]2C=C[C@H](CC(=O)N3CCN(c4ccccc4)CC3)O[C@@H]2CO)cc1,-1,11,/,3,-4,0,15,17
CCOC(=O)c1ccc(NC(=O)c2ccc3c(c2)C(=O)N(CC2CCCO2)C3=O)cc1 (stereo not given),/,-4,1,/,4,-1,28,4
CC(=O)N1CC2(C1)[C@@H](c1ccc(-c3cccc(F)c3)cc1)[C@@H](CO)N2CC1CCCC1,-4,-12,/,-4,/,1,5,/
Cc1nc2ccccn2c1C(=O)NNC(=S)Nc1ccccc1,-1,-16,7,-22,/,5,-2,-18
COc1ccc(S(=O)(=O)N2CCN(CCCOc3ccc(F)cc3)CC2)cc1OC,/,10,-10,27,-9,2,-21,15
O=S(=O)(c1ccccc1)N1CCCCN2[C@H](CO)[C@H](c3ccc(-c4cncnc4)cc3)[C@@H]2C1,-2,5,/,-8,1,-1,20,-3
CCOC(=O)C1=C(C)NC(=O)C(C#N)C1c1ccco1 (stereo not given),/,-2,/,0,/,4,3,/
Cc1csc(N)n1,-9,-8,1,4,2,0,-5,29
O=C(C[C@H]1CC[C@H]2[C@@H](COC[C@H](O)CN2Cc2ccccc2F)O1)NC1CCC1,1,0,-17,-7,1,-1,8,1
COc1ccccc1NC(=O)N(C)C[C@@H]1OCc2ccccc2-c2ccccc2C(=O)N([C@@H](C)CO)C[C@@H]1C,-11,2,-10,9,2,2,-8,-37
Cn1cccc1-c1nc2ccccc2[nH]1,/,-5,-2,-33,/,/,-23,-39
CN(Cc1ccccc1)S(=O)(=O)c1ccc2[nH]c(=O)oc2c1,-1,11,3,-2,-3,5,5,9
N#CCCN(Cc1cccnc1)C(=S)Nc1ccc(OC(F)F)cc1,-10,-1,11,-1,/,5,-4,14
